BCLXL inh – inhibitors of human Bcl-xL. Q07817. GST-Bcl-xL / FITC-Bim BH3 peptide fluorescence polarization. inhibition, % at 10.9 µM. 320,000 tested, 0.7% active. AID 2129;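 active means inhibition above the mean of all tested compounds plus 3 SD, cutoff set per campaign, cut at about 30% in these data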;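 further: 0% = DMSO wells and 100% = unlabeled Bim-BH3 peptide competitor; inhibitors lower millipolarization by displacing the labeled peptide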
Target sequence (Q07817 whole entry, looked up): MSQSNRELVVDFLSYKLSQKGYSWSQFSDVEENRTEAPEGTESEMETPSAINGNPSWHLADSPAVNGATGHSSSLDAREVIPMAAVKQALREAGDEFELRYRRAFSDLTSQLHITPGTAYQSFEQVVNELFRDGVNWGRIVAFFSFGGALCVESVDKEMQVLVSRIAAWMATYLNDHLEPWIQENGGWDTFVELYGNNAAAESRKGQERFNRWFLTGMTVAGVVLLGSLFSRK
GLD-1 TGE inh – GLD-1-TGE RNA interaction inhibition (C. elegans); Q17339; purified GLD-1 + fluorescein TGE RNA, fluorescence polarization; inhibition, % at 5.96 µM; 320,000 tested, 0.44% active; AID 2280;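 active means percent inhibition above a per-plate cutoff, the plate mean of test compounds plus 3 SD, cut at about 30% in these data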;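 further: 0% = DMSO wells with GLD-1 and probe and 100% = wells lacking GLD-1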
Target sequence (Q17339 whole entry, looked up): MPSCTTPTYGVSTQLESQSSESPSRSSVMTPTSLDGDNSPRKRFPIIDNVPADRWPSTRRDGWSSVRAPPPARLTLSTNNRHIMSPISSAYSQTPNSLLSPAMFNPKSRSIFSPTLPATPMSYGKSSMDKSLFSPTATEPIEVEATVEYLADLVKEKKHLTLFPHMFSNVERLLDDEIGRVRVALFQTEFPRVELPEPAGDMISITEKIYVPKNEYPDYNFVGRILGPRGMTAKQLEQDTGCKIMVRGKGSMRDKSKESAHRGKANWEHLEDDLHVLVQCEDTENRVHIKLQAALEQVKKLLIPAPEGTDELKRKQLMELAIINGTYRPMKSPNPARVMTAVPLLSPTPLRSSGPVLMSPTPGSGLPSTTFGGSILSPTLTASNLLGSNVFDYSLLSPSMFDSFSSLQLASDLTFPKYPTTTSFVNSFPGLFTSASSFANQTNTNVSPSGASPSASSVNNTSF
ZTA counter – blocks Epstein-Barr virus ZTA, an EBNA-1 counter-screen; inhibition, % at 11 µM; 320,000 tested, 0.15% active; ZTA-DNA binding, fluorescence polarization; P03206; in the data active means inhibition above about 33%
Target sequence (P03206 whole entry, looked up): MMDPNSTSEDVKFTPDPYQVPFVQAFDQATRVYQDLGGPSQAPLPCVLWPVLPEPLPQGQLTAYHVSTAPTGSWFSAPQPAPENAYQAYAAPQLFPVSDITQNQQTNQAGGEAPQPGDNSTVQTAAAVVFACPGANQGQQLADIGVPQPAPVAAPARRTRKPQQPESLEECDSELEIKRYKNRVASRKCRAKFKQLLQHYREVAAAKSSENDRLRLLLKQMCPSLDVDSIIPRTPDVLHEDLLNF
MCL1 BIM primary – disrupts human MCL1 binding to BIM-BH3 peptide | Q07820 | AID 2057 | inhibition, % at 10.9 µM | GST-MCL1 / FITC-Bim-BH3 fluorescence polarization | 320,000 tested, 0.68% active;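 active means inhibition above the mean inhibition of all tested compounds plus 3 SD, set per campaign, cut at about 40% in these data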;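 further: 0% = DMSO wells and 100% = unlabeled Bim-BH3 peptide control; higher means more loss of mP so more displacement of Bim peptide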
MEX-5 binding – C. elegans MEX-5 TCR-2 RNA binding activity; Q9XUB2; MEX-5/FITC-TCR2 RNA binding, fluorescence polarization; stronger effect = lower value; activity score (negative = inhibition of binding), % at 10 µM; 300,000 tested, 0.38% active;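 active means inhibition past about -25% in most replicates, and total fluorescence under double the plate's negative control median, limit read from the data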;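 further: 0% = DMSO and -100% = 5 µM competing unlabeled TCR2 RNA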
Fam108B inh – blocks mouse Fam108B hydrolase in RBBP9 counter-screen; recombinant Fam108B, FP-Rh probe fluorescence polarization; inhibition, % at 9.51 µM; 300,000 tested, 0.33% active; AID 1947;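 active means inhibition above the screen mean inhibition plus 3 SD, computed separately per campaign, cut at about 18% in these data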;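 further: inhibitors lower polarization as less probe binds the enzyme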
Yeast superoxide – yeast age-related superoxide inhibition as caloric restriction mimetic | 330,000 tested, 0.18% active | S. cerevisiae aged cells, superoxide DHE fluorescence; stronger effect = lower value | superoxide response (% of plate mean), % at 10 µM;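 active means superoxide response under a set limit, about three screen SD below normal, cut at about 65% in these data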;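 further: yeast aged for seven days with compound at 30 °C before DHE staining; 100% = average MFI of all compound-treated wells on the plate with controls excluded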
EBNA-1 inh – blocks EBNA-1 binding to DNA | AID 1950 | inhibition, % at 14.8 µM | 300,000 tested, 0.34% active | EBNA-1 DNA binding, fluorescence polarization; in the data active means inhibition above about 28%
Efflux pump inh – blocks antifungal efflux pumps in multiplex yeast assay | S. cerevisiae Candida pump triplex, Nile Red efflux | 330,000 tested, 0.44% active | inhibition, % at 10 µM;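 active means plate passing quality check with inhibition over a set limit, or well fluorescence over plate mean plus 4 SD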;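 further: Nile Red retained in pooled yeast measured as flow cytometry median fluorescence; 0% = buffer negative control and 100% = Enniatin B positive control; higher means more Nile Red kept so more efflux inhibition; some compounds called inactive have numbers as strong as hits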
* hit, by the source's call; i = inactive; nt = no result given; & = joins results of further samples. Random draw from the library; about 2.3% have a hit in one of these screens.

Screens in order – BCLXL inh	GLD-1 TGE inh	ZTA counter	MCL1 BIM primary	MEX-5 binding	Fam108B inh	Yeast superoxide	EBNA-1 inh	Efflux pump inh
> COc1cccc(/C=N/Nc2ncc(C(F)(F)F)cc2Cl)c1O
    8	8	-4	11	-4.1	7	96	-9	-0.2
> O=C(c1cc([N+](=O)[O-])[nH]n1)N1CCSCC1
    0	0	-3	-8	-2.8	0	95	7	0.0
> CCC(CC)c1nnc(NC(=O)C2CC(=O)N(CCc3ccc(F)cc3)C2)s1 (centres undefined)
    5	11	-20	9	0.3	-2	114	0	0.0
> CC(C(c1ccc2c(c1)OCO2)c1c(N)n(C)c(=O)n(C)c1=O)[N+](=O)[O-] (centres undefined)
    0	2	-7	-1	-0.4	0	i	3	-0.1
> Cc1coc2cc3oc(=O)c(CCC(=O)N[C@@H](CCCNC(N)=O)C(=O)O)c(C)c3cc12
    7	2	-1	-1	0.3	2	106	8	0.0
> NS(=O)(=O)c1ccc(CNC(=O)c2ccncc2)cc1
    8	-5	11	7	-1.7	1	95	18	-0.6
> CCOC(=O)c1ccc(N2C(=O)c3n[nH]c(-c4ccco4)c3C2c2ccc([N+](=O)[O-])cc2)cc1 (centres undefined)
    1	11	-21	3	1.7	-13	98	-11	0.2
> CC1(C)CC2CC(C)(CN2C(=O)C23CCC(C)(C(=O)C2)C3(C)C)C1 (centres undefined)
    3	1	-8	3	0.2	5	95	-4	0.1
> COc1ccc(C(CNC(=O)c2ccc(NS(=O)(=O)c3ccc(F)cc3)cc2)N2CCOCC2)cc1 (centres undefined)
    -1	-1	-8	2	-0.2	-1	105	-3	0.2
> COc1ccccc1-c1ccc(=O)n(CC(=O)NC(C)(C)C)n1
    -3	-1	-9	4	nt	4	103	-1	0.0
> Cc1ccc(C)c(N2CCN(CCCNC(=O)Cn3cccc3C(=O)c3ccccc3C)CC2)c1
    10	4	-9	4	1.4	6	94	-8	0.0
> Cc1cccn2c(CN(C)C3CCCc4ccccc43)c(C(=O)N3CCOCC3)nc12 (centres undefined)
    -2	4	4	3	-0.5	3	99	0	-0.4
> Cc1nn(C)c(C)c1S(=O)(=O)N(CC(=O)NCCCOC(C)C)c1ccc(C(C)C)cc1
    6	-2	4	-2	0.1	0	79	3	0.1
> O=C(COc1ccc(S(=O)(=O)N2CCCC2)cc1Cl)NCc1cccnc1
    1	-3	-3	-2	0.8	-3	119	-7	0.1
> CCOC(=O)C(NS(=O)(=O)c1ccccc1)(C(F)(F)F)P(=O)(OCC(C)C)OCC(C)C (centres undefined)
    5	5	-10	24	0.5	-4	106	6	0.0
> COCCCN1C(=O)C(=O)/C(=C(/O)c2ccc(S(=O)(=O)N3CCOCC3)cc2)C1c1ccc(Cl)cc1 (centres undefined)
    0	0	7	-1	-2.9	2	90	-23	0.1
> COc1ccc(S(=O)(=O)N2CCC(C(=O)NCCc3c[nH]c4ccccc34)CC2)cc1
    0	-3	0	4	1.1	7	111	-11	-0.2
> Cc1ccc(-n2c(O)c(C=NCc3ccccn3)c3ccccc3c2=O)cc1
    0	1	2	6	0.6	0	97	8	-0.1
> CCc1cc(C(=O)N2CCCC(N3CCN(c4cccc(C(F)(F)F)c4)CC3)C2)n(C)n1 (centres undefined)
    -1	0	11	-5	0.5	-2	90	-3	-0.1
> Cc1ccc2nc(SCc3ccc([N+](=O)[O-])cc3)nc(C)c2c1
    -2	3	13	3	-1.3	0	111	11	0.2
> CCOC(=O)c1sc(N2C(=O)C(O)=C(C(=O)c3ccc(C)o3)C2c2ccc(OC)c(OC)c2)nc1C (centres undefined)
    -2	-5	5	-4	-1.7	-2	93	5	-7.4
> COC(=O)c1cc(NC(=O)CC2NC3CCCCC3NC2=O)cc(C(=O)OC)c1 (centres undefined)
    -14	-2	-4	-17	-1.0	-7	116	-25	0.3
> Cc1ccc(N(C)S(=O)(=O)c2c(C)[nH]c(C)c2C(=O)N2CCCC2)cc1
    12	5	3	2	-0.2	2	93	4	-0.3
> CC1(C)CC(NC(=O)CC(c2ccccc2)c2ccccc2)CC(C)(C)N1
    2	-3	2	-3	-2.9	0	100	-7	-0.1
> C=CCN(c1ccc(C(=O)Nc2ccc(C)cc2)cc1)S(C)(=O)=O
    2	4	9	-3	0.9	2	104	-11	0.1
> Cc1occc1C(=O)NNC(=O)c1ccc(S(=O)(=O)N(C)C)cc1
    7	3	-4	3	nt	nt	92	nt	-0.1
> CCOc1ccc(C(=O)CCN2CCCCCC2)cc1
    2	-2	-7	13	-0.5	-7	88	8	-0.1
> CCOC(=O)C1=C(CNCc2ccc(C)cc2)NC(=O)NC1c1cc(C)ccc1C (centres undefined)
    -2	6	11	-2	3.5	-2	99	-1	0.1
> CC(C)(C)c1ccc(C(=O)c2c[nH]c(C(=O)NCc3cccs3)c2)cc1
    4	5	3	1	-2.2	-4	112	6	0.0
> Cc1nnc(C)n1/N=C/c1cccs1
    3	1	6	-2	-0.1	0	95	-10	-0.1
> COCCn1c(C)cc(C(=O)CN2CCCCC2)c1C
    10	8	-17	10	-0.6	-4	107	-8	-0.1
> CCC(C)NC(=O)CSc1nc2c(sc(=S)n2Cc2ccco2)c(=O)n1-c1ccccc1 (centres undefined)
    1	4	12	1	1.2	1	104	3	-0.2
> O=C(NNC(=O)c1cc2c(s1)CCCC2)c1ccccc1
    4	0	11	-2	-2.0	-2	75	7	0.1
> COc1cc2ccc(=O)oc2c(O[C@@H]2O[C@H](CO)[C@@H](O)[C@H](O)[C@H]2O)c1O
    16	13&9	3	11	-6.1	-2	91&115	-16	-0.2&0.1
> CC(C)(C)NC(=O)NC(=O)CSc1ccc(S(=O)(=O)N2CCCCC2)cn1
    4	-3	15	1	nt	nt	122	nt	0.2
> Cc1cc(C)cc(C(=O)N2CCN(c3ccccn3)CC2)c1
    8	-7	2	1	0.2	-7	126	-4	0.1
> O=C1C2C3C=CC([C@@H]2C(=O)N1c1nccs1)C31CC1 (some centres undefined)
    10	5	8	11	-1.5	1	94	-6	0.1
> O=C1C2CC=CCC2C(=O)N1Cc1nnc(-c2ccccc2Br)o1 (centres undefined)
    4	-3	-2	8	1.9	0	90	3	0.0
> CCOC(=O)c1c(N)ssc1=S
    10	1	6	9	-14	0	88	5	0.0
> Fc1ccc(OCc2nnc(-c3ccccc3Br)o2)c(Cl)c1
    5	7	14	2	-0.1	-2	111	8	0.0
> CC(C)N(Cc1nc(-c2ccc(Cl)cc2)no1)C(=O)c1cccs1
    2	8	-8	11	0.3	-4	83	-4	0.1
> O=C(NNC1=NC2(CCCC2)Cc2ccccc21)c1cccnc1
    -6	-4	10	-7	-2.0	-1	90	2	0.0
> Cc1ccc(S(=O)(=O)Nc2c(C)[nH]c(=O)[nH]c2=O)cc1C
    4	7	2	2	0.1	-1	88	6	-0.1
> CC(C)(C)c1ccc(NC(=O)COC(=O)c2ccc3ncsc3c2)cc1
    -5	12	4	-8	nt	nt	100	nt	0.7
> Cc1ccc(S(=O)(=O)NCc2ccco2)cc1C
    -1	4	-16	1	1.5	0	90	7	0.0
> Cc1ccc(Nc2c(-c3ccc(N4CCOCC4)cc3)nc3cnccn23)cc1
    2	-3	-5	1	-3.7	1	103	9	0.0
> C=CCn1c(COc2ccc(F)cc2)nnc1SCC(=O)NC(=O)NCc1ccco1
    -9	2	9	-4	1.1	-2	91	1	-0.1
> COc1cc(NC(=O)C/C(C)=N/NC(=O)C(=O)NCCO)c(OC)cc1Cl
    4	-6	4	5	-1.1	0	108	2	-0.1
> O=C(C(Cc1ccccc1)n1cccc1)N1CCN(c2cccc(Cl)c2)CC1 (centres undefined)
    -2	0	-9	-7	-1.6	2	98	-4	0.0
> CC(C)(C)c1ccc(-c2nnc(SCC(=O)Nc3sc4c(c3C#N)CCCC4)o2)cc1
    5	5	6	3	0.6	-4	100	-3	0.5
> O=C(Cn1cc(C(F)(F)F)ccc1=O)Nc1ccc(N2CCOCC2)cc1
    0	-1	5	-6	-0.1	-3	96	-2	0.0
> CC(C)(CO)Cc1cc(C(C)(C)C)c(O)c(C(C)(C)C)c1
    4	-3	-8	8	nt	-1	95	4	-0.1
> O=[N+]([O-])c1cccnc1Sc1ccccc1Cl
    5	6	-20	3	nt	0	98	-2	0.2
> CC(C)Oc1ccc(Cl)cc1Nc1nc(NCCO)nc(N2CCCC2)n1
    3	5	11	9	2.3	9	106	9	0.3
> Cn1nccc1C(=O)NC1CCCc2c1cnn2-c1cc(F)cc(F)c1 (centres undefined)
    8	1	10	-4	-0.1	-1	103	-11	0.4
> CCCCN1C(=O)CC(N2CCOCC2)C1=O (centres undefined)
    -3	9	-12	4	-0.1	3	101	-9	0.7
> O=C(c1ccccc1)N(C(=O)c1ccccc1)c1ncnc2c1C(c1ccccc1)c1c(ccc3ccccc13)O2 (centres undefined)
    0	-3	-19	6	nt	nt	124	nt	0.0
> C/C(Cn1nnc([N+](=O)[O-])n1)=N\NC(=O)c1ccccc1Cl
    6	1	0	10	1.1	-4	83	6	0.0
> CC(=O)Nc1ccc(OCC(O)Cn2nc(C)c(C)c2C)cc1 (centres undefined)
    -2	2	8	-8	-1.3	3	119	7	-0.1
> Cc1ccc(NC(=O)CN(C)C(=O)c2ccc(OCc3cn4ccccc4n3)cc2)cc1
    11	-1	7	8	nt	nt	89	nt	0.2

Continuation:
Screens in order – BCLXL inh	GLD-1 TGE inh	ZTA counter	MCL1 BIM primary	MEX-5 binding	Fam108B inh	Yeast superoxide	EBNA-1 inh	Efflux pump inh
> CCCC(=O)c1c[nH]c(C(=O)NCCc2ccccn2)c1
    12	3	0	-3	-0.3	3	90	-1	0.1
> CC1(C(=O)N/N=C/c2ccccc2)CC1(Br)Br (centres undefined)
    -3	-2	7	-5	-0.3	-4	112	-5	0.5
> C[C@@]12CC(=O)NC1N(C(=O)c1cccc(C(F)(F)F)c1)C(c1ccccc1O)C2 (some centres undefined)
    -1	-5	-10	-8	-0.7	-4	100	-7	0.0
> N#Cc1c(NC(=O)CSc2nnnn2C2CCCCC2)sc2c1CCCC2
    5	3	-9	5	-2.1	-1	95	-3	-0.1
> O=C(COc1ccc(Cl)cc1)Nc1nnc(-c2ccc3c(c2)CCCC3)o1
    -1	0	3	1	1.1	-3	116	-11	0.2
> CCc1nc(SCC(=O)Nc2nnc(CC(C)C)s2)n[nH]1
    6	-1	-4	2	-0.5	2	100	-8	0.2
> O=C(Nc1cccc(-c2cn3ccsc3n2)c1)c1ccccc1
    4	6	-5	4	-0.1	-7	106	-7	-0.2
> CC(C)[C@@H](C(=O)OCC(=O)Nc1ccc2c(c1)OCO2)N1C(=O)c2ccccc2C1=O
    9	2	14	8	0.0	0	94	10	0.0
> O=C1NCCN1Cc1ccc(Cl)cc1
    4	8	4	-1	2.1	-2	102	1	0.0
> O=C(CCC(=O)Nc1ccc(F)cc1)N/N=C/c1ccc(O)cc1
    0	6	7	-2	1.4	3	101	0	0.0
> C=CCC(C)(NCc1ccccc1)c1ccco1 (centres undefined)
    7	-1	-2	4	nt	0	99	-3	-0.1
> Cc1cc(C)c(S(C)(=O)=O)c(Oc2ccc(F)cc2)n1
    0	-1	3	2	0.6	1	99	-7	0.0
> CCOc1ncccc1C(=O)Nc1ccc(S(=O)(=O)N2CCCC2)cc1
    11	-1	9	2	2.3	-1	98	15	0.0

Entries of single compounds as entered above. Order of values: BCLXL inh	GLD-1 TGE inh	ZTA counter	MCL1 BIM primary	MEX-5 binding	Fam108B inh	Yeast superoxide	EBNA-1 inh	Efflux pump inh
Results for N#Cc1c(NC(=O)CSc2nnnn2C2CCCCC2)sc2c1CCCC2 = 5	3	-9	5	-2.1	-1	95	-3	-0.1
Results for CC(C)[C@@H](C(=O)OCC(=O)Nc1ccc2c(c1)OCO2)N1C(=O)c2ccccc2C1=O = 9	2	14	8	0.0	0	94	10	0.0
